rCAG binder = binds r(CAG) RNA repeats. r(CAG) RNA repeat, TO-PRO-1 dye displacement fluorescence. inhibition, % at 3 µM. 370,000 compounds, 1.3% hits. AID 651821;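 active = inhibition above the plate cutoff, the mean of all test compounds on that plate plus 3 SD, cut at about 35% in these data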;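 also: 0% = DMSO alone and 100% = 100 µM mitoxantrone as full dye displacement; higher means more dye released from RNA so lower well fluorescence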
proKLK7 act = proKLK7 (human) activation, primary screen. AID 652039. P49862. activation, % at 7 µM. 370,000 compounds, 0.9% hits. purified proKLK7, EDANS-DABCYL substrate fluorescence; 100% is mature enzyme control, 0% vehicle;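 active = activation above the mean of all tested compounds plus 3 SD, computed per campaign excluding outliers beyond control limits, cut at about 13% in these data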
GC-B act = GC-B (human) receptor activation; activation, % at 10 µM; 370,000 compounds, 0.11% hits; HEK293-GC-B cells, CNP EC30, cGMP TR-FRET; 0% at EC30 CNP, 100% saturating CNP;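 active = activation at 10 µM reaching about 35% in either raw or pattern-adjusted values, limit read from the data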
DDE Tn6 FP inh = inhibitors of Tn6 peptide binding to human fibrin DD(E) | Fibrin DD(E) TRITC-Tn6 fluorescence polarization displacement | inhibition, % at 8.3 µM | 370,000 compounds, 0.21% hits | AID 720509 | P02675;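 active = inhibition above a per-campaign cutoff: mean of compounds within control limits plus 3 SD, cut at about 15% in these data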;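 also: 0% = median of all compound wells on the plate and 100% = blocking peptide control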
ARFGAP1 inhibitor = inhibits rat ARF GTPase activating protein 1; Q62848; Arfgap1-stimulated ARF1 GTP hydrolysis, GDP FP detection; inhibition, % at 16.5 µM; 360,000 compounds, 0.26% hits; AID 651572;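 active = inhibition above a per-plate limit, mean inhibition of low control wells plus 3 SD, cut at about 25% in these data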;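 also: 0% = DMSO wells with enzyme and 100% = wells lacking Arfgap1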
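material = rat Arfgap1 catalytic domain, aa 1-136 | also added = human ARF1(Δ1-17)-GTP substrate | compound dosing = one concentration, 16.5 µM, DMSO 1.26% | times = GTP hydrolysis reaction 2 h at 25 °C | measured by = FP, GDP Alexa 633 tracer displaced from anti-GDP antibody, 620/688 nm | evaluation = percent inhibition of Arfgap1-stimulated GTP hydrolysis | replication = single well per compound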
GAA850 FXN act = frataxin GAA850 promoter activation | HEK293 lucGAA850 FXN promoter luciferase reporter, 24 h; percent of 10 µM SAHA response | 360,000 compounds, 0.56% hits | activation, % at 6 µM;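 active = activation above the average of all compounds screened plus 3 SD, cutoff fixed separately per campaign, cut at about 7.5% in these data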;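 also: 0% = DMSO wells and 100% = 10 µM SAHA wells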
sPLA2-III inh = Blocks human group III sPLA2 activity; Q9NZ20; QFRET BODIPY PC-A2 liposome hydrolysis, fluorescence; inhibition, % at 12.2 µM; 370,000 compounds, 0.56% hits;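 active = inhibition above mean plus 3 SD of compounds lying within the high and low control bounds, cut at about 19% in these data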;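 also: 0% = median of test compound wells and 100% = no enzyme DMSO wells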
ASAP1 GAP inh = blocks human ASAP1-stimulated Arf1 GTP hydrolysis. GDP FP detection. 360,000 compounds, 0.19% hits. inhibition, % at 16.5 µM. AID 624377; in the data active = inhibition above about 25%;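 also: 0% = vehicle with enzyme and substrate and 100% = no enzyme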
NPR1 activator = GC-A (human) enzyme activation; 370,000 compounds, 0.14% hits; AID 1671463; activation, % at 10 µM; HEK293 GC-A cells, cGMP TR-FRET, EC30 ANP; 0% at EC30 ANP, 100% saturating ANP; P16066; in the data active = activation above about 40%
Target sequence (P16066 whole entry, looked up): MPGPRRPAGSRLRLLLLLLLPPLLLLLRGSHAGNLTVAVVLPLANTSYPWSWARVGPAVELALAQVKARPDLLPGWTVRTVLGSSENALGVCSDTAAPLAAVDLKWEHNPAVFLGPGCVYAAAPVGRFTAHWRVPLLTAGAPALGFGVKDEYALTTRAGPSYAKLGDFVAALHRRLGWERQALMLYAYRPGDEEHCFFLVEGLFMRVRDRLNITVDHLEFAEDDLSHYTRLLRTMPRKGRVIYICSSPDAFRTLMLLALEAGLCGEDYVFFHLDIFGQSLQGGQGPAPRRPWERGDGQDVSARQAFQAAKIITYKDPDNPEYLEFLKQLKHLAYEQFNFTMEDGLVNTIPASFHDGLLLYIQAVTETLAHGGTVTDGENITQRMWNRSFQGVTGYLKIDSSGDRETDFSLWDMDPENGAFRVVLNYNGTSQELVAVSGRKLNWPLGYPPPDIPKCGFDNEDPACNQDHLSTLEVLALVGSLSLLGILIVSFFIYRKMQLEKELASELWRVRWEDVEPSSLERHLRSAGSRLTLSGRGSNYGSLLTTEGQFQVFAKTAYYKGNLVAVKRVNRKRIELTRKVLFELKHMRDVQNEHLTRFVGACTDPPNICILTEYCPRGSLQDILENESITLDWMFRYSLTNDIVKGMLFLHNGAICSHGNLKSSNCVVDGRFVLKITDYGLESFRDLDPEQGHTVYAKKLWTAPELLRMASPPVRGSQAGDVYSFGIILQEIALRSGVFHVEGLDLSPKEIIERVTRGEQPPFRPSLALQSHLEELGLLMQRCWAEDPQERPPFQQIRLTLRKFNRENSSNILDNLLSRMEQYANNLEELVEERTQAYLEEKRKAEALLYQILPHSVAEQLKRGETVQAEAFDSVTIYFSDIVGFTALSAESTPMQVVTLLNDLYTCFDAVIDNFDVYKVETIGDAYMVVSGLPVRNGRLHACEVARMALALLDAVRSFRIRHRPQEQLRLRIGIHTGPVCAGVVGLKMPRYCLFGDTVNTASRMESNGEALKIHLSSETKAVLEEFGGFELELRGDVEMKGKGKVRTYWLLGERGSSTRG
ADAM10 inh = inhibits human ADAM10 | O14672 | recombinant ADAM10, EDANS/DABCYL FRET peptide cleavage, 3 h | inhibition, % at 7 µM | 370,000 compounds, 0.62% hits;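 active = inhibition above a per-campaign cutoff equal to the mean of compounds falling between control-based bounds plus 3 SD, cut at about 20% in these data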;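 also: 0% = DMSO wells while the 100% control is not disclosed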
The depositor's hits bear a star.

Screening NC(=O)CSc1ccc(Br)cc1 returned rCAG binder 0.6, proKLK7 act 0.0, GC-B act 2.7, DDE Tn6 FP inh -10.6, ARFGAP1 inhibitor 15.0, GAA850 FXN act -0.2, sPLA2-III inh 3.2, ASAP1 GAP inh -2.2, NPR1 activator 1.2 and ADAM10 inh 3.5.
CC(=O)N1CCCc2cc(S(=O)(=O)CCC(=O)N3CCN(c4cccc(C)c4)C(C)C3)ccc21 (stereo not drawn) was read as rCAG binder 3.3, proKLK7 act 0.4, GC-B act 7.5, DDE Tn6 FP inh -2.1, ARFGAP1 inhibitor -3.0, GAA850 FXN act 0.4, sPLA2-III inh -4.8, ASAP1 GAP inh -3.5, NPR1 activator -2.6 and ADAM10 inh 2.8.
O=C1c2ccccc2C(=O)N1CCSC(=S)N1CCOCC1 was read as rCAG binder -1.4, proKLK7 act -0.9, GC-B act -0.2, DDE Tn6 FP inh -0.6, ARFGAP1 inhibitor 9.8, GAA850 FXN act 6.3, sPLA2-III inh 1.7, ASAP1 GAP inh -0.4, NPR1 activator 3.7 and ADAM10 inh -0.6.
Screening COC(=O)c1ccc(NC(=O)c2cccc(Cl)c2)o1 returned rCAG binder -2.4, proKLK7 act -0.9, GC-B act -6.8, DDE Tn6 FP inh -0.9, ARFGAP1 inhibitor -13.2, GAA850 FXN act 2.6, sPLA2-III inh 4.2, ASAP1 GAP inh 1.1, NPR1 activator 3.6 and ADAM10 inh -2.6.
CC(NC(=O)COc1ccccc1-c1ccccc1)c1ccccc1 (stereo not drawn) was read as rCAG binder -4.2, proKLK7 act 0.8, GC-B act -3.8, DDE Tn6 FP inh -7.9, ARFGAP1 inhibitor 2.0, GAA850 FXN act 3.3, sPLA2-III inh -3.0, ASAP1 GAP inh 2.8, NPR1 activator -10.4 and ADAM10 inh 17.7.
`Nc1n[nH]c2cc(=O)n(-c3ccc(Cl)cc3)nc12` gave rCAG binder 5.6, proKLK7 act 0.1, GC-B act -0.4, DDE Tn6 FP inh -3.4, ARFGAP1 inhibitor 1.7, GAA850 FXN act 2.3, sPLA2-III inh -3.7, ASAP1 GAP inh -6.8, NPR1 activator -3.8 and ADAM10 inh -16.0.
`CC(C)C(=O)NC(=S)Nc1ccc(S(=O)(=O)Nc2nccs2)cc1` gave rCAG binder 9.9, proKLK7 act -0.1, GC-B act 2.8, DDE Tn6 FP inh -1.9, ARFGAP1 inhibitor 8.2, GAA850 FXN act 3.2, sPLA2-III inh 5.6, ASAP1 GAP inh -13.4, NPR1 activator -1.9 and ADAM10 inh -3.2.
CC(=O)N1N=C(c2ccc(Br)cc2)CC1c1ccc(Br)cc1 (stereo not drawn) was read as rCAG binder 0.1, proKLK7 act -0.7, GC-B act 1.9, DDE Tn6 FP inh 7.2, ARFGAP1 inhibitor 11.9, GAA850 FXN act 1.7, sPLA2-III inh 5.9, ASAP1 GAP inh 11.0, NPR1 activator -1.9 and ADAM10 inh -3.2.
Screening CCC(=O)Nc1ccc(S(=O)(=O)Nc2ccccn2)cc1 returned rCAG binder 1.7, proKLK7 act -0.1, GC-B act -4.3, DDE Tn6 FP inh -3.2, ARFGAP1 inhibitor 2.0, GAA850 FXN act 4.3, sPLA2-III inh 0.9, ASAP1 GAP inh 12.6, NPR1 activator 3.3 and ADAM10 inh 1.7.
For COc1ccc(N(CC(=O)N2CCN(C)CC2)S(=O)(=O)c2cc(C)ccc2OC)cc1Cl the results were rCAG binder -7.4, proKLK7 act 0.1, GC-B act -6.4, DDE Tn6 FP inh 3.5, ARFGAP1 inhibitor 1.3, GAA850 FXN act 1.9, sPLA2-III inh -2.5, ASAP1 GAP inh -1.6, NPR1 activator -8.9 and ADAM10 inh -8.1.
For O=C(NC1CCCCC1)c1cc(-c2cccc(Cl)c2)on1 the results were rCAG binder 3.4, proKLK7 act -0.2, GC-B act 1.7, DDE Tn6 FP inh 8.1, ARFGAP1 inhibitor 7.6, GAA850 FXN act 2.0, sPLA2-III inh 5.7, ASAP1 GAP inh 1.9, NPR1 activator 3.6 and ADAM10 inh 0.9.
For O=C(c1cccs1)N1C[C@@H](O)[C@H](n2cc(-c3ccc(F)cc3)nn2)C[C@@H]1c1ccccc1 the results were rCAG binder 2.2, proKLK7 act 0.6, GC-B act 1.2, DDE Tn6 FP inh 7.5, ARFGAP1 inhibitor 1.9, GAA850 FXN act -3.0, sPLA2-III inh -12.9, ASAP1 GAP inh -1.9, NPR1 activator -2.9 and ADAM10 inh 3.7.
COC(=O)[C@@H]1C[C@@]2(O)[C@@H](O)[C@@H](O)[C@@H](O)C[C@H]2N1C/C=C/c1ccccc1 was read as rCAG binder 2.6, proKLK7 act 0.6, GC-B act -0.8, DDE Tn6 FP inh 1.6, ARFGAP1 inhibitor -1.9, GAA850 FXN act -0.4, sPLA2-III inh 4.7, ASAP1 GAP inh 4.3, NPR1 activator 3.5 and ADAM10 inh -8.0.
`CNc1ncc(C(=O)c2ccc(-c3ccccc3)cc2)s1` gave rCAG binder 5.3, proKLK7 act 0.9, GC-B act -7.7, DDE Tn6 FP inh 6.9, ARFGAP1 inhibitor -8.5, GAA850 FXN act -0.7, sPLA2-III inh -4.2, ASAP1 GAP inh -11.7, NPR1 activator 0.3 and ADAM10 inh -5.3.
`COc1ccc(N2CCN(C(=O)CCNC(=O)c3ccc(C(C)(C)C)cc3)CC2)cc1` gave rCAG binder -7.4, proKLK7 act 0.3, GC-B act -1.8, DDE Tn6 FP inh -3.2, ARFGAP1 inhibitor 4.2, GAA850 FXN act -0.8, sPLA2-III inh -7.4, ASAP1 GAP inh 6.5, NPR1 activator -3.8 and ADAM10 inh 0.9.
`O=C(CCC(=O)N1CCN(Cc2ccc(F)cc2)CC1)Nc1nnc(C(F)(F)F)s1` gave rCAG binder -2.2, proKLK7 act 0.6, GC-B act 7.8, DDE Tn6 FP inh -5.2, ARFGAP1 inhibitor 7.3, GAA850 FXN act -0.2, sPLA2-III inh 8.2, ASAP1 GAP inh -8.0, NPR1 activator 2.4 and ADAM10 inh -3.6.
Screening CCCCn1nnnc1C(c1cc2ccccc2o1)N(CCN(C)C)Cc1ccccc1 (stereo not drawn) returned rCAG binder 8.9, proKLK7 act 0.3, GC-B act -12.8, DDE Tn6 FP inh -2.7, ARFGAP1 inhibitor 0.8, sPLA2-III inh -21.5, ASAP1 GAP inh -2.1, NPR1 activator -23.4 and ADAM10 inh -7.0.
`COC(=O)C1CCN(C(=O)COC(=O)CC(NC(N)=O)c2ccc(Cl)cc2)CC1` (stereo not drawn) gave rCAG binder -5.1, proKLK7 act 0.3, GC-B act 1.1, DDE Tn6 FP inh 0.3, ARFGAP1 inhibitor 2.8, GAA850 FXN act -0.8, sPLA2-III inh -1.1, ASAP1 GAP inh 9.9, NPR1 activator 4.9 and ADAM10 inh -7.2.
`COc1ccc(OC)c(NCCN2C(=O)c3ccccc3C2=O)c1` gave rCAG binder 5.1, proKLK7 act 0.4, GC-B act -0.6, DDE Tn6 FP inh 2.5, ARFGAP1 inhibitor 2.7, GAA850 FXN act 1.3, sPLA2-III inh 1.3, ASAP1 GAP inh 2.8, NPR1 activator 0.6 and ADAM10 inh -14.9.
O=C(CNC1CCCCC1)Nc1ccc([N+](=O)[O-])cc1C(=O)Nc1ccccc1F was read as rCAG binder -3.1, proKLK7 act 0.8, GC-B act -8.2, DDE Tn6 FP inh -1.4, ARFGAP1 inhibitor -1.9, GAA850 FXN act -1.5, sPLA2-III inh -5.6, ASAP1 GAP inh 9.4, NPR1 activator -8.7 and ADAM10 inh -4.5.
For CC1(c2ccc3ccccc3c2)NC(=O)N(CC(=O)N2CCCC(C(F)(F)F)C2)C1=O (stereo not drawn) the results were rCAG binder -2.0, proKLK7 act 0.2, GC-B act 3.2, DDE Tn6 FP inh 6.3, ARFGAP1 inhibitor 16.5, GAA850 FXN act 0.8, sPLA2-III inh -4.2, ASAP1 GAP inh -8.0, NPR1 activator -0.8 and ADAM10 inh 4.5.
`CC(C)c1ccc(N(C(=O)c2csnn2)C(C(=O)NC(C)(C)C)c2cccnc2)cc1` (stereo not drawn) gave rCAG binder -10.0, proKLK7 act -0.1, GC-B act -3.1, DDE Tn6 FP inh 0.2, ARFGAP1 inhibitor 6.5, GAA850 FXN act 0.7, sPLA2-III inh -2.4, ASAP1 GAP inh 13.0, NPR1 activator -4.3 and ADAM10 inh 6.9.
CCc1c(C)sc(NC(=O)C2CCCCC2C(=O)O)c1C(N)=O (stereo not drawn) was read as rCAG binder 0.4, proKLK7 act 0.3, GC-B act 2.5, DDE Tn6 FP inh -1.2, ARFGAP1 inhibitor 3.4, GAA850 FXN act -1.0, sPLA2-III inh 4.9, ASAP1 GAP inh -13.9, NPR1 activator 6.8 and ADAM10 inh -0.3.
For Cc1ccc(CSCC(=O)NCc2cccs2)cc1 the results were rCAG binder 2.9, proKLK7 act 0.3, GC-B act 3.6, DDE Tn6 FP inh 2.4, ARFGAP1 inhibitor -1.8, GAA850 FXN act 1.2, sPLA2-III inh 3.1, ASAP1 GAP inh 8.5, NPR1 activator 0.6 and ADAM10 inh 0.2.
For CC(C)(C)n1nc(Cc2cccc3ccccc23)c(C#N)c1N the results were rCAG binder -5.3, proKLK7 act -0.2, GC-B act 4.9, DDE Tn6 FP inh -0.9, ARFGAP1 inhibitor 5.1, GAA850 FXN act 2.7, sPLA2-III inh -21.9, ASAP1 GAP inh -3.9, NPR1 activator 1.0 and ADAM10 inh 10.8.
CCNC(=O)C1Cc2cc(S(=O)(=O)N3CCCC3)ccc2N1C(C)=O (stereo not drawn) was read as rCAG binder -3.6, proKLK7 act -0.2, GC-B act 3.7, DDE Tn6 FP inh 2.5, ARFGAP1 inhibitor 3.5, GAA850 FXN act 0.4, sPLA2-III inh 10.2, ASAP1 GAP inh 4.8, NPR1 activator 2.6 and ADAM10 inh 1.8.
`O=C(CN1CCN(c2ccc(F)cc2)CC1)N1CCC(Cc2ccccc2)CC1` gave rCAG binder -7.5, proKLK7 act -0.2, GC-B act 0.3, DDE Tn6 FP inh 2.7, ARFGAP1 inhibitor 4.7, GAA850 FXN act 1.8, sPLA2-III inh -4.5, ASAP1 GAP inh -14.6, NPR1 activator -1.0 and ADAM10 inh 6.7.
`c1ccc2c(c1)OCCOCCOCCOCCOc1ccccc1OCCOCCOCCO2` gave rCAG binder -8.3, proKLK7 act 0.1, GC-B act -14.5, DDE Tn6 FP inh -5.0, ARFGAP1 inhibitor 12.3, GAA850 FXN act 0.3, sPLA2-III inh -5.7, ASAP1 GAP inh 1.6, NPR1 activator -24.4 and ADAM10 inh 0.5.
`CC(C(=O)NC1CCCCC1)N(Cc1ccc(F)cc1)C(=O)c1snc(C(N)=O)c1N` (stereo not drawn) gave rCAG binder -1.2, proKLK7 act 2.3, GC-B act -1.0, DDE Tn6 FP inh -0.3, ARFGAP1 inhibitor 11.3, GAA850 FXN act 1.6, sPLA2-III inh 10.6, ASAP1 GAP inh -7.0, NPR1 activator -5.4 and ADAM10 inh -249.8.
CN(C)C=Nc1nc2c(Br)ccc(Br)c2cc1C(=O)NCC(C)(C)C was read as rCAG binder 2.0, proKLK7 act 0.0, GC-B act -8.2, DDE Tn6 FP inh -3.8, sPLA2-III inh 2.4, NPR1 activator 48.2* and ADAM10 inh -1.7.

High-throughput results from PubChem BioAssay.
